# High-throughput results as filed in PubChem.
# IMPase inh: qHTS Assay for Identifying the Cell-Membrane Permeable IMPase Inhibitors. Inositol monophosphatase 1 (Rattus norvegicus), P97697. CHO-M1 cells, IP1 accumulation, HTRF TR-FRET ratio. inhibition (IP1 accumulation), % at 46.1 µM. 120,000 tested, under 10 active. AID 901, 2007; active = well fitted curve in the direction sought with a large enough effect in the signal ratio, not every such curve was filed as active; inconclusive = small, poorly fitted or top-dose-only effect, or a change in a side signal; inactive = no such curve, though single readings can be large or run the other way; the % refers to the signal ratio;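 also: cells stimulated with carbachol in lithium chloride buffer; plate controls were DMSO basal wells for no effect and reference inhibitor wells for full effect; higher means more IMPase inhibition seen as more IP1 and lower FRET ratio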
# Target sequence (P97697 whole entry, looked up): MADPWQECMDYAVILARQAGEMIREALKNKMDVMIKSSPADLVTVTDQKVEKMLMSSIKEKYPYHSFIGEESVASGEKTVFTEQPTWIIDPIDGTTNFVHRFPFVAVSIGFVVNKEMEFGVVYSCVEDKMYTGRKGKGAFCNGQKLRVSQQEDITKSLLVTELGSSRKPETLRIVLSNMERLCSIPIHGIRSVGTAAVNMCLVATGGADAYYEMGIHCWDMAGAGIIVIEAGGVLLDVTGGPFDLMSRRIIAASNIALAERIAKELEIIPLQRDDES
#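 The IP-One HTRF competitive assay in carbachol-stimulated CHO-M1 cells quantifies cellular IP1. Compounds spanned up to 46 uM final, and activity is expressed as AC50 from concentration-response fits of the ratio and donor data.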
# ALOX15B inhib: qHTS Assay for Inhibitors of 15-hLO-2 (15-human lipoxygenase 2). Polyunsaturated fatty acid lipoxygenase ALOX15B (Homo sapiens), O15296. purified 15hLO-2, xylenol orange hydroperoxide absorbance. Potency, µM (titrated, usually from 57.1 µM), inactives show at the highest dose activity change, negative = inhibition, actives largely listed as inhibitors. 110,000 compounds, 0.56% hits; also: potency is read from the fitted curve at half-maximal effect; nearly all actives have a fitted effect of over 60% in size; many of its hits are not listed in these tables
# Target sequence (O15296 whole entry, looked up): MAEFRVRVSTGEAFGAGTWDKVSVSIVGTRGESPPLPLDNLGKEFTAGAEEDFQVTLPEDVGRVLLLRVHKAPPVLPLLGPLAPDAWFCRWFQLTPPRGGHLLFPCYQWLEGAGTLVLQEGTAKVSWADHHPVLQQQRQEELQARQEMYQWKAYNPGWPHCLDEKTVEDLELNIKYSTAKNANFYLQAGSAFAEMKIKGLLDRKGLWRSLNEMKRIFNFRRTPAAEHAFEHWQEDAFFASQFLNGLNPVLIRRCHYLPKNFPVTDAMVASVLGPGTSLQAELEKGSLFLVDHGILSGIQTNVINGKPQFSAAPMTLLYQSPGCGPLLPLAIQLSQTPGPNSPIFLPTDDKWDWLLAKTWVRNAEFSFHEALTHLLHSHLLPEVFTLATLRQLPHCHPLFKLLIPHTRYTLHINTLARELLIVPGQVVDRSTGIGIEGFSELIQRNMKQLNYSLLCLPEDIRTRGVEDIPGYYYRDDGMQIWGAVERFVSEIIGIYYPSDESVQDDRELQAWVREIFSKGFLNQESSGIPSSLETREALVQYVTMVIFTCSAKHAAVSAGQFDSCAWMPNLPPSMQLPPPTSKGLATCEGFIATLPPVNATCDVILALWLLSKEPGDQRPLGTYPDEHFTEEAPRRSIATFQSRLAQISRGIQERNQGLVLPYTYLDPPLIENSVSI
#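 Purified human 15hLO-2 (50 nM) preincubated 15 min with compound, then 45 uM arachidonic acid for 90 min at RT in 25 mM Hepes pH 7.5, 0.01% Triton X-100. Hydroperoxide detected by Fe-xylenol orange; 573/405 nm absorbance ratio.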
# PNC assembly inh: High Content Assay for Compounds that inhibit the Assembly of the Perinucleolar Compartment; PC3M PTB-GFP, PNC prevalence imaging, 16 h; active compounds read low; activity change (PNC), negative = inhibition, % at 10 µM; 140,000 compounds, 3.1% hits;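 active = readout at or below -70, meaning at least 70% loss of cells showing the perinucleolar compartment, a nuclear body marking cancer cells; inconclusive = readout between -30 and a set limit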;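 also: plate controls were DMSO wells for no effect and camptothecin positive control wells for full effect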
#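 PC3M cells stably expressing PTB-GFP, 750–1000 cells/well, treated 16 h at 37 °C with compound (23 nl of library stock), in duplicate. After paraformaldehyde fixation and Hoechst stain, imaged at 20x; PNC prevalence scored by image analysis.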
# 12-hLO inh: qHTS Assay for Inhibitors of 12-hLO (12-human lipoxygenase) | 150,000 compounds, 0.12% hits | AID 1452, 2008 | Potency, µM (highest dose often 57.1 µM), without a hit: top-dose activity change, negative = inhibition, hits mostly inhibitors | purified 12-hLO, xylenol orange hydroperoxide absorbance; also: potency is read from the fitted curve at half-maximal effect; nearly all actives have a fitted effect of over 55% in size; many of its hits are not listed in these tables
#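 Lipoxygenase turnover measured by absorbance at 573 and 405 nm after Fe-XO development. Human 12hLO 150 nM, arachidonate 40 uM, pH 7.0 Hepes buffer with detergent; 15 min compound preincubation, 30 min reaction.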
# * = called active by the depositor; ? = inconclusive; · = not tested or not shown; & = joins results of further samples; [ ] = dose if it differs, or a comment. Unless noted, calls follow the shape of the dose curve; as a rule, active = well fitted curve in the direction sought with a large enough effect; inconclusive = small, poorly fitted or top-dose-only effect, or another doubt; inactive = no such curve, though single readings can be large; an effect the other way counts as inactive or inconclusive. Unless noted, % is scaled to controls: 0 for no effect and ±100 for the full control effect. These rows are one share of the data (hit frequency here may not be typical).
IMPase inh	ALOX15B inhib	PNC assembly inh	12-hLO inh	structure
3	-10%	44	-2%	Cc1nc(S/C(=C\c2ccc(OCc3ccccc3Cl)cc2)C(=O)O)n[nH]1
-6	1%	-5	0%	CCCOc1ccc(C(=O)NCc2ccco2)cc1
7	12%	-14	3%	CCN1CCN(c2ccc(NC(=O)c3ccc4c(c3)OCO4)cc2)CC1
7	0%	26	-3%	O=C(CSc1nc2ccccc2c(=O)n1CC1CCCCC1)N1CCOCC1
-2	1%	15	6%	CCCC(=O)Nc1ccc(C(=O)O)cc1NC(=O)CCC
12	7%	-24	7%	O=C(Nc1nccs1)C1CCN(S(=O)(=O)c2ccc(Cl)c(C(F)(F)F)c2)CC1
1	-2%	?	0%	CN(c1ccccc1C(=O)N1CCN(c2cccc(Cl)c2)CC1)S(C)(=O)=O
16	2%	-7	-2%	COCCOC(=O)C1=C(C)NC(=O)N(C(C)=O)C1c1ccc(Cl)cc1 (stereo not given)
9	2%	19	1%	Cc1ccccc1-n1c(SC(C)C(=O)N2CCN(C)CC2)nc2ccccc2c1=O (stereo not given)
7	-1%	4	1%	O=C(Cn1cc2c(n1)CCCC2)NCc1cccc(Cl)c1
2	-1%	?	-7%	COc1cccc(NC(=O)CNC(=O)c2ccc(F)cc2)c1
3	-4%	26	3%	CCNC(=O)CSc1nnc(-c2ccc(OC)cc2)n1CC(C)C
-4	-6%	1	-2%	CC(=O)N=C1SC2CS(=O)(=O)CC2N1c1cccc(Cl)c1Cl (stereo not given)
-1	1%	27	-2%	Cc1ccc(-n2cnnn2)c2cccnc12
-3	-2%	19	-4%	COCCCn1c(SCC(=O)NC(C)C)nnc1-c1ccccc1
-2	·	-29	-2%	CC(=O)OCc1nc2sc(C)c(C)c2c(=O)[nH]1
-4	·	-11	2%	Cc1cccc(-n2c(=O)cc(N3CCN(c4ccc(F)cc4)CC3)[nH]c2=O)c1
1	-4%	36	4%	CCN(c1ccccc1)S(=O)(=O)c1ccc(N)c(OC)c1
9	-3%	33	6%	COc1ccc2c(c1)CCc1c(C(=O)NCc3ccc(F)cc3)noc1-2
12	·	-21	-1%	Cc1nnc(SCc2ccc(C(=O)c3ccc(Cl)cc3)o2)n1-c1ccccc1
-1	-12%	4	1%	Cc1cc2cc(C(c3nnnn3Cc3ccco3)N3CCCCC3)c(=O)[nH]c2cc1C (stereo not given)
5	-6%	-1	-12%	CCOC(=O)C1C(C)N=C2SCC(=O)N2C1c1cccc(Br)c1 (stereo not given)
19	8%	3	-5%	Cc1ccc(-n2ncc(C#N)c2/N=C/N(C)C)cc1
3	0%	0	-1%	CCOC(=O)Nc1c(C)n(C)n(-c2ccccc2)c1=O
6	0%	-5	-3%	COc1ccc(C(CNC(=O)Cc2cc(OC)c(OC)c(OC)c2)N2CCCC2)cc1 (stereo not given)
-15[1.84 µM]	-1%[11.4 µM]	18	2%	COCCCNC(=O)C(=O)NCCCOC(C)C
-5	6%	-13	-7%	CCOC(=O)N1CCN(C(=O)C2CCN(S(=O)(=O)c3c(C)cc(C)cc3C)CC2)CC1
0	-1%	-9	3%	CC(=O)COc1ccccc1OC(=O)c1ccco1
-1	2%	?	-3%	COc1ccccc1C(=O)NCc1ccncc1
·	?	·	?	O=C1C(Cl)=C(Nc2ccc(S(=O)(=O)Nc3ccccn3)cc2)C(=O)c2ccccc21

# Of the compounds above, these contain four or more nitrogen atoms:
IMPase inh	ALOX15B inhib	PNC assembly inh	12-hLO inh	structure
9	2%	19	1%	Cc1ccccc1-n1c(SC(C)C(=O)N2CCN(C)CC2)nc2ccccc2c1=O (stereo not given)
3	-4%	26	3%	CCNC(=O)CSc1nnc(-c2ccc(OC)cc2)n1CC(C)C
-1	1%	27	-2%	Cc1ccc(-n2cnnn2)c2cccnc12
-3	-2%	19	-4%	COCCCn1c(SCC(=O)NC(C)C)nnc1-c1ccccc1
-4	·	-11	2%	Cc1cccc(-n2c(=O)cc(N3CCN(c4ccc(F)cc4)CC3)[nH]c2=O)c1
-1	-12%	4	1%	Cc1cc2cc(C(c3nnnn3Cc3ccco3)N3CCCCC3)c(=O)[nH]c2cc1C (stereo not given)
19	8%	3	-5%	Cc1ccc(-n2ncc(C#N)c2/N=C/N(C)C)cc1

# Next section
IMPase inh	ALOX15B inhib	PNC assembly inh	12-hLO inh	structure
-10	-3%	14	-8%	COc1cc(C2C(C(C)=O)=C(O)C(=O)N2CCN2CCOCC2)ccc1O (stereo not given)
-2	13%	?	5%	CCCCCCc1nc2ccccc2c(=O)n1NC(=O)c1c(O)c2cccc3c2n(c1=O)CCC3
9	-4%	-12	-2%	COC(=O)C1=C(NC(=O)c2cccs2)CCS1
1	5%	-7	4%	COc1ccc(C2CC(=O)c3cnc(NC(=O)c4ccccc4)nc3C2)cc1OC (stereo not given)
·	·	-9	-3%	Cc1ccc(-c2csc(N(CC3CCCO3)C(=O)c3ccco3)n2)cc1 (stereo not given)
·	8%[11.4 µM]	·	-3%[11.4 µM]	OC1CC2CC[C@H](C1)N2CCCN1c2ccccc2Sc2ccc(Cl)cc21 (stereo not given in full)
1	-9%	4	0%	O=C(NC1CCCC1)C(c1cccs1)N(C(=O)c1ccco1)c1ccc2c(c1)OCCO2 (stereo not given)
·	-4%	·	-1%	COc1cc(OC)c2c(=O)c(OC)c(-c3ccc(OC)c(OC)c3)oc2c1
·	-24%[11.4 µM]	·	-17%[11.4 µM]	Cc1cc(-c2cc(C)c(O)c(C(C)(C)C)c2)cc(C(C)(C)C)c1O
1	·	43	7%	CC1CN(Cc2nc3c(c(=O)[nH]c(=O)n3C)n2CCN2CCOCC2)CC(C)O1 (stereo not given)
-4	·	19	-1%	COc1cccc(N2CC(C(=O)Nc3nnc(SCc4ccccn4)s3)CC2=O)c1 (stereo not given)
?	·	?	-4%	O=C(NCC(c1cccnc1)N1CCOCC1)Nc1ccccc1 (stereo not given)
0	3%	3	-2%	Cc1c(NC(=O)C2CCN(S(=O)(=O)c3ccccc3)CC2)c(=O)n(-c2ccccc2)n1C
4	-1%	?	1%	CN(C)c1ccc(CNC(=O)CN(C)S(=O)(=O)c2cccc3cccnc23)cc1
·	·	-5	-5%	CCN(Cc1ccccc1)C(=O)C1CCN(CC2CC=CCC2)CC1 (stereo not given)
-9	-5%	-5	4%	C(=N\n1cnnc1)/c1nc2ccccc2[nH]1
12	4%	30	2%	CCOc1ccc(OCC)c(NC(=O)C2CCCN(S(=O)(=O)c3c(C)n[nH]c3C)C2)c1 (stereo not given)
13	-2%	20	0%	CCSCCOC(=O)C1=C(C)NC(=O)NC1c1cccc(OC)c1OC (stereo not given)
2	-10%	13	-2%	COc1ccc(OC)c(C2C3=C(CCCC3=O)Nc3c2c(=O)n(C)c(=O)n3C)c1 (stereo not given)
3	2%	26	-5%	O=C1CC(C(=O)Nc2ccc(F)c(Cl)c2)N=C(N2CCCCC2)N1 (stereo not given)
2	-4%	21	8%	COC(=O)[C@H](CCSC)NC(=O)NCCc1ccccc1F
7	2%	?	-2%	Cc1cc(C)nc(N2CCC(C(=O)NCc3cccc(C(F)(F)F)c3)CC2)n1
8	·	1	8%	CCNC(=O)n1nccc1C(C)Oc1ccccc1 (stereo not given)
2	19%	5	-5%	CCc1nc2ccccc2c(C(=O)OCc2nnc(-c3ccccc3)o2)c1C
2	·	26	2%	COc1ccc(C(=O)N/N=C(\C)CC(=O)N2CCN(C=O)CC2)cc1
-1	-2%	39	6%	CCOc1ccc(-c2nc(C)sc2CC(=O)O)cc1
·	·	?	2%	COC(=O)c1cc(C(=O)NCCN2C(=O)S/C(=C\c3cccs3)C2=O)cc([N+](=O)[O-])c1
·	·	-10	4%	CC(C)OC(=O)c1ccc(S(N)(=O)=O)o1
-1	0%	?	4%	CCC(=O)Nc1ccc(Cl)c(NC(=O)C(C)C)c1
·	·	-8	-3%	O=c1c2c(ncn1Cc1ccccc1)nc1n2CCC1

# Some values from above:
# `COc1ccc(C2CC(=O)c3cnc(NC(=O)c4ccccc4)nc3C2)cc1OC` (stereo not given) – PNC assembly inh: -7
# `COc1ccc(OC)c(C2C3=C(CCCC3=O)Nc3c2c(=O)n(C)c(=O)n3C)c1` (stereo not given) – 12-hLO inh: -2%

# New compounds follow.
IMPase inh	ALOX15B inhib	PNC assembly inh	12-hLO inh	structure
5	13%	-106*	-21%	CCCCS/C(N)=N/N=C/c1cc(C)ccc1O
·	·	-20	-1%	O=C(Cc1ccccc1)Nc1cc(Cl)ccc1Sc1ccccc1
20[9.22 µM]	5%	?	-7%	O=C(O)c1ccccc1C(=O)c1cccs1
·	·	40	-4%	Cc1[nH]c(=S)sc1Cc1ccc(F)cc1
2	-5%	?	-1%	Cc1c(NS(=O)(=O)CC23CCC(CC2=O)C3(C)C)c(=O)n(-c2ccccc2)n1C (stereo not given)
6	-3%	?	-5%	Nc1nonc1-c1noc(COc2ccccc2Cl)n1
·	·	-28	-2%	C(=C\c1ccccc1)/CNn1cnnc1
·	·	-4	-13%	CC(C)=C1C(=O)NN(c2cccc(Cl)c2)C1=O
4	0%	0	4%	CCC(C)NC(=O)C1CCN(C(=O)N(C)C)CC1 (stereo not given)
0	5%	13	-1%	Cc1nccn1CC(=O)O
1	6%	42	-6%	COc1ccc(C(=O)CSc2nnc(Cc3ccccc3)o2)cc1
10	7%	20	-10%	CCOc1ccc(-c2nc(N)nc(C)c2-c2ccc(OC)c(OC)c2)c(O)c1
11	·	2	5%	COc1ccc(OC)c2[nH]c(C(=O)O)cc12
-1	-1%	-14	-12%	COC(=O)c1ccc(C(=O)OC)c(NC(=O)CSc2cccc[n+]2[O-])c1
-14	-2%	32	-25%	CCOc1ccc2[nH]c(=O)c(CN(Cc3ccco3)C(=O)c3ccc(Br)cc3)cc2c1
4	7%	-15	-3%	Cc1ccc2nc(-c3ccc(SCC(=O)Nc4cc(C)on4)nc3)[nH]c2c1
·	·	6	-2%	O=C(NN=C1CCCCC1)c1ccccc1OCc1ccc(F)cc1
-4	-10%	38	-1%	CCN(CC)C(=O)C1CCCN(c2ccc([N+](=O)[O-])cc2/C=N/NC(=O)c2ccc([N+](=O)[O-])cc2)C1 (stereo not given)
-3	3%	4	3%	CCCCOc1ccc(C(=O)Nn2cnnc2)cc1
1	-23%	97	-4%	CSc1nc(N(C)CCO)c2sc3nc(-c4ccco4)c4c(c3c2n1)CCC4
-9	-25%	-11	1%	CC(C)C[C@H](N)c1nnc(S(=O)(=O)Cc2cccc(F)c2)o1
-2	-5%	?	0%	CCCC(=O)N=c1sc2cccc(F)c2n1C
-7	·	?	0%	COc1ccc(-c2nnc3ccc(SCC(=O)Nc4nc5ccc(C)cc5s4)nn23)cc1OC
·	·	-27	3%	COc1cc(OC)c(C(=O)CCC(=O)O)cc1OC
4	?	111	3%	COc1cc(-c2cc(C(F)(F)F)n3ncc(C(=O)O)c3n2)cc(OC)c1OC
-4	·	26	3%	O=C1CN(C(=O)CSc2nnc3ccccn23)c2ccccc2N1
1	23%	-18	1%	O=C(CSc1ncccc1C(=O)O)NCCC1=CCCCC1
·	3%	?	0%&-2%	Cc1nn(-c2ccccc2)nc1CNC(=O)C(C)Cc1ccccc1 (stereo not given)
·	·	?	-1%	O=C(COC(=O)[C@H](Cc1ccccc1)NC(=O)c1cccs1)Nc1cc(F)ccc1F
18	4%	-5	-2%	C=C(C)CSc1nc2c(c(=O)[nH]c(=O)n2C)n1CCC(C)C
-1	-16%	1	-7%	COc1ccc(C2C3=C(CC(c4ccco4)CC3=O)Nc3ccccc3N2C(C)=O)cc1 (stereo not given)
